# TDP1 block: qHTS Assay for Inhibitors of Tyrosyl-DNA Phosphodiesterase (TDP1); recombinant TDP1, AlphaScreen DNA substrate cleavage; Potency, µM (highest dose often 130 µM), without a hit: at the highest dose activity change, negative = inhibition, most hits filed as inhibitors; 350,000 compounds, 0.28% hits; AID 485290, 2010; further: nearly all actives have a fitted effect of over 40% in size
# Target sequence (Q9NUW8 whole entry, looked up): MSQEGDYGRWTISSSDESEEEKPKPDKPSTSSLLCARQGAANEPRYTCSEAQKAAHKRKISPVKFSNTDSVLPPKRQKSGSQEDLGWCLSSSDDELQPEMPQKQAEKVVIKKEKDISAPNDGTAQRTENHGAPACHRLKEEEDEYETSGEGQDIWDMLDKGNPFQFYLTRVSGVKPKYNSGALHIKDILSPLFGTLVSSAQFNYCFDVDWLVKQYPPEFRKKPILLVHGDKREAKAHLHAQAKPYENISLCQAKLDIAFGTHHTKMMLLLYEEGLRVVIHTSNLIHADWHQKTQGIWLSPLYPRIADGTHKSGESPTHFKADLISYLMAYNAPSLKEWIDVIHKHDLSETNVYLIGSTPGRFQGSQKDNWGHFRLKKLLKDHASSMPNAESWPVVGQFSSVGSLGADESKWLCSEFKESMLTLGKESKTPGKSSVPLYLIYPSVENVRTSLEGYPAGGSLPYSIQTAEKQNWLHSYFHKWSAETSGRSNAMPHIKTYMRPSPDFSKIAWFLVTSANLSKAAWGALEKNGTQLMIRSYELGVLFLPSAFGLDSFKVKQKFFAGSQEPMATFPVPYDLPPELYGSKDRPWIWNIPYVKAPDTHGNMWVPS
#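 AlphaScreen read-out: signal falls as enzyme removes the 3' tyrosine-FITC from a 5'-biotinylated DNA oligo (15 nM, 5 min, RT). Enzyme was E. coli-made recombinant Tdp1 at 1 nM, exposed to compound for 15 min beforehand; beads 10 ug/ml, 10 min.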
# FEN1 inh: qHTS Assay for the Inhibitors of Human Flap endonuclease 1 (FEN1); Recombinant FEN1 flap cleavage, fluorescence, 15 min; Potency, µM (series often up to 114 µM), inactives show top-dose activity change, negative = inhibition, actives largely listed as inhibitors; 390,000 compounds, 0.35% hits; further: nearly all actives have a fitted effect of over 65% in size
# Target sequence (P39748 whole entry, looked up): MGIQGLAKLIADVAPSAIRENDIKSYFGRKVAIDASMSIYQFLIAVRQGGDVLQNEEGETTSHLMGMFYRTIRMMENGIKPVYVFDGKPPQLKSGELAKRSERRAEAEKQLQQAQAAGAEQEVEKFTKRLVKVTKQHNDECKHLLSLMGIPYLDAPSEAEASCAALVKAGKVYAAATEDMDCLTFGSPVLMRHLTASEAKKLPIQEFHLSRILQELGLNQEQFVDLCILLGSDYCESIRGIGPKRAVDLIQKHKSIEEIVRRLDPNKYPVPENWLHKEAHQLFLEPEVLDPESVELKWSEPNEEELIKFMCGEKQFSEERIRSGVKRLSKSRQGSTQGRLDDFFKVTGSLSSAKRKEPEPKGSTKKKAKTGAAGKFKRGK
#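 Reaction started by adding substrate (50 nM final) to 10 nM enzyme after 15 min room-temperature compound preincubation. Reads at 0 and 15 min, with data normalized and fitted to a four-parameter Hill equation.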
# N370S GC mod: qHTS Assay for Inhibitors and Activators of N370S glucocerebrosidase as a Potential Chaperone Treatment of Gaucher Disease; N370S GC spleen homogenate, 4MU-glucoside fluorescence; Potency, µM (top dose mostly 59.4 µM), inactives show at the top dose activity change, negative = inhibition, usual class: inhibitors; AID 2101, 2009; 330,000 compounds, 0.092% hits; Lysosomal acid glucosylceramidase (Homo sapiens), P04062;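 further: 0% = full enzyme activity and -100% = no enzyme basal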
# * hit, by the source's call; ? = inconclusive; . = no result given; & = joins results of further samples; [ ] = another dose, or the depositor's remark. The call rests on the fitted dose curve; in most records, active means well fitted curve in the direction sought with a large enough effect; inconclusive means small, poorly fitted or top-dose-only effect, or another doubt; inactive means no such curve, though single readings can be large; an effect the other way counts as inactive or inconclusive. Unless noted, on the % scale 0 is the no-effect control and ±100 the full control effect; potency means the concentration at half of the fitted maximal effect.
# Order of values: TDP1 block	FEN1 inh	N370S GC mod
- Cc1cccc(C)c1NC(=O)CNC(=O)c1c(C)nn(-c2ccccc2)c1Cl
→ -5%	-1%	-7%
- O=C(CN1C(=O)NC2(CCCC2)C1=O)N1CCN(Cc2ccccc2)CC1
→ .	-2%	2%
- Cc1cc(C)nc(N(C#N)Cc2ccc([N+](=O)[O-])cc2)n1
→ 0%	-16%	6%
- CC1CCC(NC(=O)Nc2cccs2)CC1 (stereo not given)
→ 4%	4%	2%
- CN(C)S(=O)(=O)c1ccc2c(c1)nc(CCC(=O)NCCc1ccc(Cl)cc1)n2C
→ .	-11%	-21%
- COc1ccc(NC(=O)c2ccc(N3C(=O)C4CC=C(Cl)CC4C3=O)cc2)cc1 (stereo not given)
→ .	9%	-10%
- Cc1ccc(NC(=O)C2CCN(S(=O)(=O)c3cccc4nsnc34)CC2)cc1
→ 5%	-9%	.
- Cc1ccc(-n2ncc(C(=O)NCCc3ccsc3)c2C2CCN(C(=O)OC(C)(C)C)CC2)cc1C
→ 4%	-12%	.
- CCCCCCSc1ccc([C@H]2N[C@@](CC(C)C)(C(=O)OC)[C@H]3C(=O)N(CC)C(=O)[C@@H]23)cc1
→ -5%	-18%	-7%
- CCOc1ccc(S(=O)(=O)N2CCc3ccccc3C2)cc1
→ -6%	-17%	4%
- Fc1ccc(-n2c(Cc3ccccc3)nnc2SCc2nc(-c3ccc(Cl)cc3)no2)cc1
→ 4%	-12%	3%
- COC(=O)c1ccc(Sc2ccc(Cl)cc2)c(N)c1
→ -5%	-24%	15%
- CC(C)CNS(=O)(=O)c1ccc(Br)cc1N1CCC[C@@H]1CO
→ 0%[56.1 µM]	-11%	.
- CCCc1nnc(SCc2ccc(OC)cc2)n1N
→ 9%	-10%	0%
- CCOC(=O)c1sc(/N=C/c2ccc(O)cc2O)cc1C
→ 1%	-7%	-9%

# Next section, overlapping the part above by three compounds.
# Order of values: TDP1 block	FEN1 inh	N370S GC mod
- CC(C)CNS(=O)(=O)c1ccc(Br)cc1N1CCC[C@@H]1CO
→ 0%[56.1 µM]	-11%	.
- CCCc1nnc(SCc2ccc(OC)cc2)n1N
→ 9%	-10%	0%
- CCOC(=O)c1sc(/N=C/c2ccc(O)cc2O)cc1C
→ 1%	-7%	-9%
- COc1cccc(CNC(=O)c2ccc3c(c2)N(C)C(=O)C2CCCCN32)c1 (stereo not given)
→ 7%	-11%	.
- Cc1cc(=O)oc2c3c(ccc12)OCN(Cc1ccc(Cl)cc1)C3
→ -1%	19%	.
- O=C(CSc1nnc(COc2ccccc2)o1)N1CCCC1
→ .	1%	3%
- Cc1ccccc1CSc1cn(CCNC(=O)c2cccs2)c2ccccc12
→ 3%	-6%	.
- Cc1ccc(CNc2nc3ccccc3n2C)cc1
→ .	-21%	0%
- O=C(Nc1cccnc1)c1ccccc1-c1nc(-c2ccccc2F)no1
→ 0%	-5%	-3%
- COc1ccc(/C=C(\C#N)C(=O)OCC(=O)Nc2ccc(C(C)(C)C)cc2)cc1
→ -1%	-1%	2%
- NCCC[C@@H](CC(=O)N[C@@H]1CCNC[C@H]1C(=O)N[C@H](CC(=O)N[C@@H](CCC(=O)O)CC(=O)O)Cc1ccccc1)NC(=O)C[C@H](Cc1ccccc1)NC(=O)[C@@H]1CNCC[C@H]1N
→ 2%	.	11%
- Cn1c(=O)[nH]c(=O)c2c1nc(N1CCCC1)n2CC(O)COc1ccccc1 (stereo not given)
→ 6%	15%	5%
- Cc1cc(Cl)ccc1OC(C)C(=O)Nc1ccccc1N1CCOCC1 (stereo not given)
→ 2%	-11%	17%
- CCOc1ccccc1CNC(=O)c1cnc2sc(N(CC)CC)nn2c1=O
→ 8%	2%	.
- CC(C)(C)c1ccc(CS(=O)(=O)CC2(O)CCN(C(=O)c3cccc(C(F)(F)F)c3)CC2)cc1
→ 5%	-9%	-10%
- COC(=O)CN(C)C(=O)c1ccc(OC)c(OC2CCN(C(C)C)CC2)c1
→ .	-2%	1%
- O=C(O)CNC(=O)c1ccccc1F
→ 4%	-9%	-20%
- O=c1c2ccccc2nc(-c2cccs2)n1-c1cccc2ccccc12
→ 8%	-16%	20%
- COc1ccc(OCc2cccc(C(=O)NN)c2)cc1
→ 3%	7%	-4%
- O=C(Nc1cn(-c2ccccc2)nc1-c1ccc(Cl)cc1)c1ccccc1
→ -3%	-3%	-7%
- CCC(=O)c1ccc(OCCSc2ncccn2)cc1
→ 8%	-11%	12%
- O=C(NCC1CC1)c1ccc(Nc2nc3ccc(Br)cc3[nH]2)cc1
→ 11%	-29%	-16%
- CC(C)C12CN3CC(C(C)C)(CN(C1)C3c1ccccc1O)C2=O (stereo not given)
→ 1%	-6%	-7%
- CCOC(=O)N1CCN(C2CC(=O)N(c3ccc(Oc4ccccc4)cc3)C2=O)CC1 (stereo not given)
→ 8%	-2%	-14%
- O=C(Nc1cccc(-n2cnnn2)c1)c1cccnc1
→ 2%	-3%	-3%
- O=C(C1CCN(c2ncnc3c2nc2n3CCCCC2)CC1)N1CCCCC1
→ 2%	10%	8%
- Cn1cc(S(=O)(=O)N2CCN(c3ccccc3F)CC2)c(=O)n(C)c1=O
→ 4%	2%	1%
- O=C(CN1CCCCCCC1)NC(=O)NC1CCCCC1
→ 2%	-1%	-15%
- COc1ccc(C(=O)Nc2cccc(C(C)=O)c2)cc1S(=O)(=O)N1CCOCC1
→ 3%	-1%	0%[2.35 µM]
- COc1ccc(C(=O)NNC(=O)C23CC4CC(CC(C4)C2)C3)c(OC)c1
→ -1%	4%	2%
- Cc1ccc(CS(=O)(=O)CCC(=O)NCCN(C)Cc2ccccc2)cc1
→ 5%	-1%	-16%
- O=C(Nc1ccc(Cl)cc1Cl)c1n[nH]c(Cn2cncn2)n1
→ -2%	6%	1%
- CCc1nn(CC(=O)Nc2cccc(C(C)=O)c2)c(=O)c2cc3sccc3n12
→ 1%	1%	.
- COc1ccccc1OCC(=O)N/N=C1\CCc2ccccc21
→ 0%	-7%	8%
- Cc1cccc(NS(=O)(=O)c2ccc(Cl)c(C(=O)Nc3ccccc3C)c2)c1
→ 0%[2.28 µM]	-20%	.
- C[C@H](NC(=O)[C@@H]1Cc2ccccc2CN1)C(=O)NC1CCCC1
→ 3%	4%	-9%
- Cc1ccc(NS(=O)(=O)c2ccc(NC(=O)C3CC3)cc2)c(C)c1
→ 3%	-18%	-13%
- O=C(O)c1ccccc1Sc1ncnc2sccc12
→ -11%	-10%	2%
- Cc1nn(Cc2ccc(Cl)cc2)c(C)c1NC(=O)CCCn1nc([N+](=O)[O-])c(Cl)c1C
→ 0%	-5%	-4%
- N/C(=N\OS(=O)(=O)c1ccc2ccccc2c1)c1cccnc1
→ 2%	-1%	-16%
- Cc1cc(=O)oc2c(C(=O)/C=C/c3ccccc3)c(O)ccc12
→ -1%	-3%	?
- Cc1ccc(-n2c(SCC(=O)N3CCC(C(=O)O)CC3)nc3ccccc3c2=O)cc1C
→ 11%	11%	-12%
- COc1cc(NC(=O)NS(=O)(=O)c2ccc(C)cc2)cc(OC)c1
→ 2%	3%	7%
- COc1ccc(C(CNC(=O)c2cc(SC)ccc2Cl)N(C)C)cc1 (stereo not given)
→ 3%	20%	-8%
- CCN(CC(=O)N1CCCC1)S(=O)(=O)c1ccc(OC)cc1
→ .	-2%	6%
- Cc1c(NC(=O)c2c(O)c3ccccc3n(C)c2=O)c(=O)n(-c2ccccc2)n1C
→ 0%	4%	2%
- Cc1cc(C)c2c(N)c(C(=O)Nc3ccc(F)cc3)sc2n1
→ .	-17%	-5%
- COc1ccccc1CNC(=O)C1=CCN(S(=O)(=O)c2ccc(C)cc2)CC1
→ .	-14%	-6%
- O=C(CN1CCCCCC1)Nc1cc([N+](=O)[O-])ccc1Cl
→ 5%	-8%	-3%
- Cc1onc(C(=O)N2CCN(C(c3ccccc3)c3ccccc3)CC2)c1[N+](=O)[O-]
→ 4%	9%	2%
- Cc1nc(Nc2ccc(S(N)(=O)=O)cc2)oc1C
→ 1%	10%	-3%
- C=CCc1ccccc1OCC(O)CN1CCN(CCN2C(=O)c3cccc4cccc(c34)C2=O)CC1 (stereo not given)
→ 3%	?	11%
- CN1CCN(CC(C)(C)NS(=O)(=O)c2ccccc2)CC1
→ -4%	8%	.
- O=C1C2C3C=CC(C3)C2C(=O)N1Cc1ccccc1 (stereo not given)
→ -1%	12%	2%
- NC(=O)c1c(NC(=O)Cn2nc(C(=O)O)c3ccccc3c2=O)sc2c1CCC2
→ -9%	10%	2%
- O=C(NC1=NCCS1)c1ccc(Cl)c(S(=O)(=O)N2CCCC2)c1
→ 0%	15%	-4%
- Cc1cccc(C(=O)NCCC(=O)Nc2ccc(C)c(F)c2)c1
→ .	-3%	-8%
- O=C(Nc1ccc(-c2nc3cccnc3s2)cc1)c1ccc(Cl)nc1
→ .	-2%	-7%
- NC(=O)C1CCN(CC(O)COc2ccc(-c3ccccc3)cc2)CC1 (stereo not given)
→ .	-10%	-9%
- OC(COc1ccccc1F)CN1CCC(Cc2ccccc2)CC1 (stereo not given)
→ 6%	12%	-10%
- CC(C)Cc1nnc(NC(=O)CSc2nc(N)cc(=O)[nH]2)s1
→ -3%	4%	-2%
- CCN(CC)S(=O)(=O)c1ccc(OC)c(NC(=O)c2cc([N+](=O)[O-])ccc2Cl)c1
→ 6%	1%	-2%
- O=C(CSc1nnc(-c2cccs2)o1)Oc1ccc(Cl)cc1
→ 6%	16%	.

# Next part
# Order of values: TDP1 block	FEN1 inh	N370S GC mod
- CC(C)Cn1cc(NC(=O)N2CCN(c3cccc(C(F)(F)F)c3)CC2)c2ccccc2c1=O
→ 3%	4%	.
- COc1ccc(C2CC(c3ccc(OC)cc3)n3nc(N)nc3N2)cc1 (stereo not given)
→ 3%	17%	-15%
- CCN1C(=O)c2ccccc2S(=O)(=O)c2ccc(C(=O)NCc3ccc(C)cc3)cc21
→ 0%	-23%	.
- CCOc1ccccc1NC(=O)CN1C=NS(=O)(=O)c2ccccc21
→ 0%	22%	.
- C[C@H](NC(=O)c1nc[nH]c1C(=O)N[C@@H](CCCCNC(=O)OC(C)(C)C)C(=O)OC(C)(C)C)C(=O)OC(C)(C)C
→ 11%	?	?
- NC(=O)C1CCN(C(=O)c2ccc(-c3ccccc3Cl)o2)CC1
→ 4%	-5%	.
- COc1cccc(CSc2nc3ccccc3c3nc(CCn4c(C)nc5ccccc54)nn23)c1
→ 6%	8%	.
- O=C1CCCc2ccccc2N1Cc1cccc(F)c1
→ 5%	-1%	-8%
- CC1CN=C(N(C(=O)Nc2ccccc2)c2ccc(S(=O)(=O)N3CCOCC3)cc2)S1 (stereo not given)
→ 10%	-1%	0%
- CN(C)c1ccc(/C=N/n2c(-c3cccnc3)n[nH]c2=S)cc1
→ 5%	15%	-10%
- Nc1ccc(OC(=O)Nc2ccc(O)cc2)cc1
→ 6%	-13%	?
- CCCCC(=O)NS(=O)(=O)c1ccc(N=NN(CC)CC)cc1
→ 1%	-5%	-3%
- CCCS(=O)(=O)N1CCCC(C(=O)NC(C)c2ccc3c(c2)OCCO3)C1 (stereo not given)
→ 4%	1%	-12%
- Cc1ccc(CNC(=O)CN2C(=O)CC(c3ccc(C)c(C)c3)=Nc3ccccc32)cc1
→ 8%	3%	.
- CC(=O)Nc1ccc(NC(=O)CN(C)S(=O)(=O)c2ccc3c(c2)CCC(=O)N3)cc1
→ -3%	-2%	2%
- O=C(NCCC(=O)N1CCC2(CC1)NCCc1[nH]cnc12)c1cccc(Cl)c1
→ 1%	-2%	-2%
- O=C(CSc1nnc(Cc2cc(=O)[nH]c(=O)[nH]2)n1-c1ccccc1)N1CCCc2ccccc21
→ 0%	-7%	0%
- CCN(CC)S(=O)(=O)c1ccc(S(=O)(=O)N2CCCC(C(=O)NC3CC3)C2)cc1 (stereo not given)
→ .	11%	-2%
- COc1ccccc1C(=O)NNC(=O)c1ccc(Br)o1
→ 3%	4%	-1%
- COCCCNC(=O)CCc1nc(-c2ccccc2Cl)no1
→ -1%	2%	6%
- Cc1ccc(NC(=O)c2cc(S(=O)(=O)N3CCCC3)c[nH]2)c(C)c1
→ -5%	-13%&-9%	4%
- CC1CN(S(=O)(=O)c2ccc(NC(=O)c3cc(-c4ccccc4O)n[nH]3)cc2)CC(C)O1 (stereo not given)
→ 6%	-6%	-11%
- COc1ccc(-c2nn3cnnc3s2)cc1OC
→ 3%	-10%	5%
- Cn1c(=O)c2[nH]c(-c3ccccc3O)nc2n(C)c1=O
→ ?	.	-1%
- COCCOC(=O)c1c(C)oc2ccc(OCC=C(C)C)cc12
→ .	-23%	-1%
- Cn1c(SCC(=O)Nc2sccc2C(N)=O)nnc1-c1ccncc1
→ -1%	0%	-2%
- CN1C(=O)c2ccc(NC(=O)CCS(=O)(=O)c3ccccc3)cc2C1=O
→ 5%	2%	2%

# Screens from PubChem BioAssay.
